# L3MBTL1 inh: blocks human L3MBTL1; Q9Y468; AlphaScreen L3MBTL1–H3K9me1 peptide binding; Potency, µM (top dose mostly 57.1 µM), without a hit: at the highest dose activity, negative = inhibition, hits mostly inhibitors; 230,000 tested, 0.66% active; note: nearly all actives have a fitted effect of over 60% in size
#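 AlphaScreen assay: L3MBTL1 (50 nM final) was preincubated 30 min at room temperature with biotinylated H3(1-15)K9me1 peptide (75 nM final), then 30 min with library compounds; streptavidin donor and nickel chelate acceptor beads (10 ug/mL final) added, 30 min dark.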
# TRb SRC2 PPI: inhibitors of human thyroid hormone receptor beta-SRC2 interaction. TRbeta-SRC2 peptide binding, fluorescence polarization; receptor liganded with 1 µM T3. Potency, µM (top dose mostly 106 µM), inactives show at the highest dose activity change, negative = inhibition, usual class: inhibitors. 280,000 tested, 0.065% active. AID 1469;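 note: plate controls were bound peptide for no effect and peptide without receptor for full effect; nearly all actives have a fitted effect of over 50% in size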
#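 TRb LBD 0.6 uM + Texas Red SRC2 peptide 20 nM, 1 uM T3, Tris buffer w/ 5% DMSO; compound pinned, 5 h RT; FP read ex 555/em 632; normalized to unbound and bound controls.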
# aGal spleen mod: alpha-galactosidase A (human) modulation. AID 2107. P06280. human spleen homogenate, 4MU-alpha-Gal fluorescence, 40 min. Potency, µM (titrated, usually from 80 µM), for inactives: at the top dose activity change, negative = inhibition, most hits filed as inhibitors. 240,000 tested, 0.008% active;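 note: 0% = enzyme with vehicle and -100% = no enzyme basal signal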
# Target sequence (P06280 32-429 limits assumed): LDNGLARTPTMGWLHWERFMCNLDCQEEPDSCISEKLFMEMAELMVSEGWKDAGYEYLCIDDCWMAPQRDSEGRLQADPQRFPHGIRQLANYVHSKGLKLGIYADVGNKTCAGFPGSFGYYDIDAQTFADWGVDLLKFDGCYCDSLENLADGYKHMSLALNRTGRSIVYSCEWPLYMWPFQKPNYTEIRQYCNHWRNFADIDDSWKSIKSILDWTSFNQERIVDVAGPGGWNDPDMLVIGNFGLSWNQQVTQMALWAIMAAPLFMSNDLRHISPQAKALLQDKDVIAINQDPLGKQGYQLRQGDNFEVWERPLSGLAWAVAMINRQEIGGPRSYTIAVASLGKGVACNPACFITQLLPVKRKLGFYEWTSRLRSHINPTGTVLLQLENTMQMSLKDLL
#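 Fluorogenic readout (Ex 365/Em 440 nm) of 4-methylumbelliferone released from 1 mM 4-MU-alpha-galactoside by spleen homogenate, 40 min at 37C, pH 5.0. Data normalized to no-enzyme and enzyme controls; Hill-equation AC50 from compound titrations.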
# TR SRC2 fluor cs: Texas Red fluorescence interference in TRb-SRC2 counter-screen. TRb/SRC2 Texas Red total fluorescence interference. Potency, µM (doses to about 106 µM), without a hit: at the highest dose fluorescence change, negative = quenching. 280,000 tested, 0.29% active. AID 1479; active = well fitted curve in either direction with a large enough effect; inconclusive = small, poorly fitted or top-dose-only effect
#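 Human TRβ ligand-binding domain (0.6 uM) and Texas Red SRC2 peptide (20 nM) in Tris buffer with 1 uM T3 and 5% DMSO were incubated with pinned compound for 5 hr at ambient temperature. Total fluorescence was computed as S + 2P (555/632 nm).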
# ALDH1A1 block: blocks purified human ALDH1A1 activity. P00352. Purified ALDH1A1, NADH fluorescence, propionaldehyde substrate. Potency, µM (series often up to 75.3 µM), for the others: at the top dose activity, negative = inhibition, most hits filed as inhibitors. 220,000 tested, 7.3% active. AID 1030; active = well fitted inhibition curve with a large enough effect, not every such curve was filed as active; inconclusive = small, poorly fitted or top-dose-only effect, or another doubt; inactive = no such curve, though single readings can be large or run the other way;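 note: plate controls were no enzyme wells and a reference inhibitor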
# Target sequence (P00352 whole entry, looked up): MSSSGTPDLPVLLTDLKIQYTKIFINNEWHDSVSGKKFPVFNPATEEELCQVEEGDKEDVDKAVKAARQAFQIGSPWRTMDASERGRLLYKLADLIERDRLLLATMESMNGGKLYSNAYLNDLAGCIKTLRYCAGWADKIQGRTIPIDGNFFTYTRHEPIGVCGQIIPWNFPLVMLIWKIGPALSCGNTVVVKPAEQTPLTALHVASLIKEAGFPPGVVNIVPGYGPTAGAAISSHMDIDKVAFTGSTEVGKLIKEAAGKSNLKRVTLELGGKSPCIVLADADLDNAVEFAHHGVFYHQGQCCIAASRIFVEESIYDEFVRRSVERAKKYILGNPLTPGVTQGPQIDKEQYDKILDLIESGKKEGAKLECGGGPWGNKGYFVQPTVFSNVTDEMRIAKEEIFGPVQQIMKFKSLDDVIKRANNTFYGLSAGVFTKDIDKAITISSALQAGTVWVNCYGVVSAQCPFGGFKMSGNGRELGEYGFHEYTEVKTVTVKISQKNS
# Tau fluor cs: counter-screen for tau fibril formation inhibitors; Potency, µM (doses to about 57.7 µM), for the others: at the top dose activity change, negative = decrease; tau K18 P301L Alexa594 fluorescence, heparin fibrillization; 280,000 tested, 0.93% active; AID 1463; note: nearly all actives have a fitted effect of over 55% in size
#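 Human K18 P301L tau (15 uM unlabeled plus 0.24 uM Alexa 594-labeled, final) in 100 mM sodium acetate pH 7 was mixed with compound and 20 uM heparin and incubated 6 hr at 37 C.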
# Tau ThT inhib: inhibitors of human tau fibril formation, thioflavin T binding | P10636 | recombinant tau K18 P301L, heparin-induced fibrillization, ThT fluorescence | Potency, µM (top dose mostly 57.4 µM), for the others: top-dose activity, negative = inhibition, usual class: inhibitors | 270,000 tested, 2.1% active; note: nearly all actives have a fitted effect of over 55% in size
# Target sequence (P10636 561-689 P618L limits assumed): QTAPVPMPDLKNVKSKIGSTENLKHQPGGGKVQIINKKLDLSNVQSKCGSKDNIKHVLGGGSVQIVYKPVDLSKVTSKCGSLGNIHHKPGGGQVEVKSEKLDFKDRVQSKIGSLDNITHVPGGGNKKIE
#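 Fibril formation assay: tau K18 P301L at 15 uM with trace Alexa 594 label, heparin inducer 20 uM, pH 7 sodium acetate buffer, 37 C for 6 hr; endpoint ThT signal.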
# Tau FP inhib: tau fibrillization inhibition (FP). AID 1468. K18 P301L tau heparin fibrillization, Alexa594 FP, 6 h. 280,000 tested, 0.39% active. P10636. Potency, µM (titrated, usually from 57.7 µM), inactives show top-dose activity, negative = inhibition, most hits filed as inhibitors; note: nearly all actives have a fitted effect of over 55% in size
#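 FP of Alexa 594-tau after heparin (20 uM) induction. Substrate: human K18 P301L, 15 uM unlabeled, 0.24 uM labeled. Buffer 100 mM sodium acetate pH 7. 6 hr, 37 C.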
# * hit, by the source's call; ? = inconclusive; . = no result given; & = joins results of further samples; [ ] = dose if it differs, or a comment. Unless noted, calls come from the whole dose curve; as a rule, active = well fitted curve in the direction sought with a large enough effect; inconclusive = small, poorly fitted or top-dose-only effect, or another doubt; inactive = no such curve, though single readings can be large; an effect the other way counts as inactive or inconclusive. Unless noted, % is set by controls: 0 for no effect and ±100 for the full control effect; potency is the fitted concentration of half-maximal effect. Random draw from the library, and some 8.5% of all compounds hit somewhere here.
canonical_smiles	L3MBTL1 inh	TRb SRC2 PPI	aGal spleen mod	TR SRC2 fluor cs	ALDH1A1 block	Tau fluor cs	Tau ThT inhib	Tau FP inhib
CCCn1nnc(NC(=O)C(c2ccccc2)c2ccccc2)n1	-1%	2%	3%	0%	12%	-9%	-4%	-10%
COCC(C)NS(=O)(=O)c1ccc(NC(=O)C(Cc2ccccc2)NC(N)=O)cc1 (stereo unspecified)	1%	-5%	-2%	2%	9%	-8%	-11%	-4%
CN=Cc1nc(-c2ccccc2)oc1O	-26%	-14%	10%	-8%	3%	-9%	-12%	2%
CN(CC(=O)NNC(=O)c1cccnc1)S(=O)(=O)c1cc(Cl)ccc1Cl	3%	-2%	8%	0%	-2%	0%	-2%	3%
c1ccc(CN2CCCC3(CCCN(Cc4nc(CC5CC5)no4)C3)C2)cc1 (stereo unspecified)	1%	-1%	-1%	-1%	4%	0%	-3%	8%
COc1cccc(NC(=O)CCc2nc3c(C)nn(-c4ccc(C)cc4)c3n(C)c2=O)c1	.	-6%	.	0%	.	9%	6%	-8%
COc1ccc2c(c1)c1c(c(=O)n(-c3ccccc3C)c(=O)n1CC(=O)Nc1c(C)cccc1C)n2C	.	-3%	.	0%	.	-8%	2%	-3%
CCC(=O)Oc1oc(-c2ccccc2)nc1C=Nc1ccccc1OC	.	-3%	1%	-1%	?	-22%	?	-2%
O=C(COC(=O)[C@H](Cc1ccccc1)NC(=O)c1cccs1)NC1CCCCC1	0%	8%	0%	9%	1%	-3%	5%	3%
Cc1cc(Nc2ccc(F)cc2F)n2nc(C)nc2n1	42%[activator]	5%	3%	-3%	-7%	7%	11%	10%

# Reprinted from above (four entries):
canonical_smiles	L3MBTL1 inh	TRb SRC2 PPI	aGal spleen mod	TR SRC2 fluor cs	ALDH1A1 block	Tau fluor cs	Tau ThT inhib	Tau FP inhib
COc1ccc2c(c1)c1c(c(=O)n(-c3ccccc3C)c(=O)n1CC(=O)Nc1c(C)cccc1C)n2C	.	-3%	.	0%	.	-8%	2%	-3%
CCC(=O)Oc1oc(-c2ccccc2)nc1C=Nc1ccccc1OC	.	-3%	1%	-1%	?	-22%	?	-2%
O=C(COC(=O)[C@H](Cc1ccccc1)NC(=O)c1cccs1)NC1CCCCC1	0%	8%	0%	9%	1%	-3%	5%	3%
Cc1cc(Nc2ccc(F)cc2F)n2nc(C)nc2n1	42%[activator]	5%	3%	-3%	-7%	7%	11%	10%

# Additional compounds:
canonical_smiles	L3MBTL1 inh	TRb SRC2 PPI	aGal spleen mod	TR SRC2 fluor cs	ALDH1A1 block	Tau fluor cs	Tau ThT inhib	Tau FP inhib
CCc1ccc(NC(=O)Cn2c(-c3cncs3)nc3ccccc32)cc1	.	-8%	.	0%	.	-28%	-17%	-4%
N#C/C(=C\c1ccco1)Sc1nc2ccccc2s1	.	?	5%	12%	13µM*	-25%	-15%	0%
COc1ccc(-n2ncc3c(Nc4cccc(C)c4)ncnc32)cc1	.	3%	5%	-5%	?	?	-15%	?
Cc1cc(N2CCN(c3cccc(C(F)(F)F)c3)CC2)n2nc(C)nc2n1	.	-9%	-12%	0%	16%	2%	-5%	9%
CC(C)(C)n1nnnc1C(c1cccs1)N1CCCC2(CCCCC2)C1 (stereo unspecified)	9%	6%	19%	-6%	5%	-11%	-15%	0%
CCN(C1CCCCC1)S(=O)(=O)c1ccc(S(=O)(=O)N2CCN(CCC#N)CC2)cc1	0%	-1%	-19%	0%	?	-16%	-3%	0%
O=C1Nc2ccccc2C(O)(C(=O)NCc2ccco2)N1c1ccc(Cl)c(Cl)c1 (stereo unspecified)	-26%	1%	6%	-3%	25µM*	2%	5%	-15%
Cc1ccc2c(c1)N(Cc1cccc(Cl)c1)C(=O)c1cccnc1O2	4%	2%	4%	-3%	-7%	-21%	?	-11%
CCOc1ccc(CN(C)CC(=O)Nc2cc(C)c(C)cc2[N+](=O)[O-])cc1	?	-4%	-9%	0%	?	-9%	-17%	9%
O=C(CN1CCN(S(=O)(=O)c2ccccc2[N+](=O)[O-])CC1)Nc1ccc(N2CCOCC2)cc1	.	1%	3%	1%	.	-24%	-17%	8%
Cc1cccc(Oc2nc3c(c(=O)n(C)c(=O)n3C)n2C)c1	8%	1%&-17%	-8%	?	-2%	-12%&-5%	-8%&-1%	-8%&-3%
Cc1ccc2nc(Nc3nc(CSc4nnnn4-c4ccccc4)cc(=O)[nH]3)nc(C)c2c1	.	-11%	-3%	-1%	?	-7%	?	-5%
Cn1c(=O)[nH]c(=O)c2c1nc(Sc1ccccc1)n2CCc1ccccc1	.	8%	6%	2%	10%	-6%	-6%	-6%
NS(=O)(=O)c1ccc(CCNC(=O)CSc2nc3ccccc3c3nc(CCN4CCCCC4)nn23)cc1	.	4%	7%	2%	?	-22%	-16%	-3%
COc1ccc(N=c2oc3c(OC)cccc3cc2C(=O)NCc2ccco2)c(OC)c1	-8%	3%	0%	-1%	?	4%	?	6%
COc1ccc(NC(=O)CSc2nncs2)cc1S(N)(=O)=O	5%	-3%	2%	1%	.	-5%	-2%	0%
CC1=NN(C(=O)Cn2nc([N+](=O)[O-])c(Br)c2C)C(O)(C(F)(F)F)C1 (stereo unspecified)	3%	1%	6%	0%	9%	2%	-1%	3%
Cc1cc(C)n2ncc(C(=O)NCc3ccc(Cl)cc3)c2n1	.	-1%	2%	-2%	10%	0%	3%	-8%
COCCNC(=O)NC(=O)CN1CCN(C(c2ccccc2)c2ccccc2)CC1	-28%	-9%	11%	-2%	-2%	2%	2%	1%
CCOC(=O)C1CCCCN1Cc1cccc(C(F)(F)F)c1 (stereo unspecified)	.	0%	-3%	-3%	?	-8%	-14%	-15%
CC(C)Oc1ccc(CCc2n[nH]c(=S)n2Cc2ccccc2)cc1	-3%	-7%	-3%	-2%	?	-18%	?	3%
O=C1OCC/C1=C\c1ccccc1O	.	-10%	-5%	1%	-3%	1%	-5%	-6%
O=C(Nc1ccc(F)cc1)c1cc2c(s1)CCCC2	22%	2%	0%	-1%	.	-21%	-7%	-11%
CC1(C)C(=O)OC(c2ccccc2)C2(CCCC2)C1=O (stereo unspecified)	.	-13%	5%	-3%	3%	-7%	-4%	-1%
COCCn1c(Br)nc2c1c(=O)n(C)c(=O)n2C	0%	0%	1%	-3%	?	4%	4%	1%
COc1ccccc1N1CCN(C(=O)c2ccc(CSc3ccccc3)cc2)CC1	-3%	5%	1%	-4%	-6%	-1%	-17%	6%
COc1ccc(Br)cc1C(=O)Nc1ccc2oc(-c3cccnc3)nc2c1	.	12%	.	-3%	.	-9%	-23%	-4%
CC1CC(C(F)F)n2nc(C(=O)O)cc2N1 (stereo unspecified)	.	-2%	11%	0%	2%	-5%	-17%	0%
Cc1ccc(NC(=O)CC(NCCN2CCOCC2)C(=O)O)cc1Cl (stereo unspecified)	-1%	-7%	9%	2%	-7%	-5%	5%	9%
CCC(C)NS(=O)(=O)c1ccc(OCC(=O)Nc2ccc(F)cc2F)cc1 (stereo unspecified)	-3%	-1%	4%	2%	-2%	-8%	-1%	-6%
COc1ccc(-c2cc(C(=O)Nc3cccc(S(=O)(=O)NCc4ccco4)c3)c3ccccc3n2)cc1OC	6%	-3%	17%	-1%	?	?	-4%	?
C/C(N)=C(/C#N)C(=O)CSc1nnc(COc2cc(C)ccc2C)o1	3%	0%	-9%	-3%	8%	-14%	?	-9%
O=C(O)CCSCCC(=O)O	.	-4%	-8%	1%	0%	8%	3%	8%
Cc1ccc(N2C(=O)[C@@H]3C(C(=O)C(c4ccccc4)c4ccccc4)=NN[C@@H]3C2=O)cc1	-15%	5%	0%	-2%	22µM*	-6%	-4%	4%
CC(C)C[C@H](NC(=O)c1[nH]cnc1C(=O)N[C@@H](C)c1ccccc1)C(=O)OC(C)(C)C	34%	-3%	-3%	-3%	-14%	-27%	?	?
CCCNC(=O)NC(=O)COC(=O)CNS(=O)(=O)/C=C/c1ccccc1	2%	-5%	-2%	-1%	7%	4%	5%	11%
COc1ccc(/C=C/C(=O)Nc2ccccc2C(=O)O)cc1	2%	0%	8%	-2%	-10%	4%	?	3%
CN1C(=O)/C(=C/c2ccccc2OCc2cccc(F)c2)NC1=S	-6%	-1%	3%	3%	-12%	-18%	-1%	?
N=c1oc2ccccc2cc1-c1nc(-c2ccccc2)cs1	63%[activator]	0%	-2%	6%	?	?	8%	?
CC(C(=O)NCCN1CCOCC1)c1ccc([N+](=O)[O-])cc1 (stereo unspecified)	3%	-2%	-2%	5%	8%	0%	-5%	6%
O=C(CSc1ncn(-c2ccccc2)n1)N1CCN(c2ccccc2)CC1	-14%	0%	3%	-1%	14µM*	-7%	-15%	5%
Cc1nc2sc3c(c2c(=O)[nH]1)CCCC3	-5%	-1%	8%	-4%	1%[13.5 µM]	-1%	4%	2%
Oc1c(Cl)cc(Cl)c2c1NCCC2	-6%	-18%	0%	1%	5µM*	?	14µM*	?
CCN1C(=O)/C(=C2\SC(N3CCCCC3)=NC2=O)c2ccccc21	4%	-3%	?	-2%	10µM*	?	11µM*	5%
CC(NC(=O)c1ccc2c(c1)CCN2S(C)(=O)=O)c1ccccc1 (stereo unspecified)	.	0%	.	0%	.	2%	3%	-1%
O=C(CSc1nnc(CNC(=O)c2cccs2)o1)c1ccccc1	.	-2%	-14%	0%	-5%	-8%	-11%	-5%
Cc1ccc(C(=O)Nc2ccc(OCc3cc(=O)n4c5c(sc4n3)CCCC5)cc2)cc1	.	-3%	.	0%	.	-4%	-11%	0%
CCOc1ccc(OCCCCN2CCCC2)cc1	.	3%	3%	-2%	?	-5%	-6%	-11%
O=C(CSc1nnc(-c2ccc(F)cc2)o1)Nc1ccc(S(=O)(=O)N2CCCCCC2)cc1	2%	1%	-6%	1%	4%	?	8%	?
CCC(c1nnc(SCC(=O)NC23CC4CC(CC(C4)C2)C3)o1)N(C)C (stereo unspecified)	.	-9%	3%	-3%	-18%	-4%	-3%	8%
